Assay outcomes deposited in PubChem by Sanford-Burnham Center for Chemical Genomics.
697 NFkB inh: inhibitors of PMA/ionomycin-induced NF-kB reporter, 697 cells, primary screen, B-cell NF-kB inhibitor project, cell-based, luminescence, uHTS; 697 B-cell NF-kB luciferase reporter, 16 h; inhibition, % at 4 µM; AID 435022, 2010; 330,000 compounds, 0.33% hits; in the data active = inhibition above about 35%
UBC13 polyUb: UBC13 polyubiquitin chain formation inhibitors, primary screen, biochemical, TR-FRET, uHTS; Ubiquitin-conjugating enzyme E2 N (Homo sapiens), P61088; inhibition, % at 20 µM; 330,000 compounds, 0.47% hits; AID 485273, 2010; in the data active = inhibition above about 45%, passing the limit was not always enough
CXCR6 block: CXCR6 receptor inhibitors, primary screen, cell-based, beta-arrestin, luminescence, CHO-K1 PathHunter, 1536-well; inhibition, % at 20 µM; C-X-C chemokine receptor type 6 (Homo sapiens), O00574; 360,000 compounds, 0.36% hits; AID 602244, 2012; in the data active = inhibition above about 34%, passing the limit was not always enough;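 also: antagonist mode with CXCL16 agonist at 10 nM final; 0% = 10 nM CXCL16 with DMSO and 100% = unstimulated wells without agonist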
Target sequence (O00574 whole entry, looked up): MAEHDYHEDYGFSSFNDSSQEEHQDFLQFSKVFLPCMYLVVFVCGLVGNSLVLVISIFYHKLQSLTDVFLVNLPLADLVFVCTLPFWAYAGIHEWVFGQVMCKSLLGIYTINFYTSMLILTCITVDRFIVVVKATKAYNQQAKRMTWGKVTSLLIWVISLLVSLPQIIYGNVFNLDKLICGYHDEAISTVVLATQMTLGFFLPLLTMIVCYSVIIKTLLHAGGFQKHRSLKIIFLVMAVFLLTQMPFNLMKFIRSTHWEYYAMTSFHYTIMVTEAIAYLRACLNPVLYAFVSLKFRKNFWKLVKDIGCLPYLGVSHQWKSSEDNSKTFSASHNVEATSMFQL
CCR6 antagonist: CCR6 receptor antagonists, primary screen, cell-based, CHO-K1, luminescence, beta-arrestin, uHTS. CHO-K1 CCR6 PathHunter beta-arrestin, CCL20-stimulated. C-C chemokine receptor type 6 (Homo sapiens), P51684. 340,000 compounds, 0.49% hits. inhibition, % at 20 µM;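 active = compounds whose inhibition of the agonist-driven luminescence signal at 20 µM reaches about 50%, limit read from the data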;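 also: cells stimulated with CCL20 at 14 nM final; plate controls were DMSO with CCL20 for no effect and DMSO without agonist for full effect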
Target sequence (P51684 whole entry, looked up): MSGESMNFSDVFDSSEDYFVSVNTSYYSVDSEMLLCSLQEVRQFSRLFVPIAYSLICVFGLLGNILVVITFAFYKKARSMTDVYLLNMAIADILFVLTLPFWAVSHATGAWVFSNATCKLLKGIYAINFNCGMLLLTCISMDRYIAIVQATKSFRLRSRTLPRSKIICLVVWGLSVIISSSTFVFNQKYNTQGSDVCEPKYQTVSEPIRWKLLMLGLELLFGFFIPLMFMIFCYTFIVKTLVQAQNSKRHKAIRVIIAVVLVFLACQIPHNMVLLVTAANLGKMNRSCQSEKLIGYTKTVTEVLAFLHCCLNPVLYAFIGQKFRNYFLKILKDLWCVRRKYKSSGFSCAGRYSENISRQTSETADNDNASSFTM
Jurkat NFkB inh: inhibitors of induced NF-kB luciferase reporter, primary screen, TCR NF-kB activation inhibitor project, cell-based, luminescence, uHTS; Jurkat, PMA/ionomycin-induced NF-kB luciferase reporter; inhibition, % at 4 µM; 330,000 compounds, 0.53% hits; in the data active = inhibition above about 50%
EBI2 antag: EBI2 receptor antagonists, beta-arrestin recruitment, primary screen, cell-based, luminescence, 7a,25-OHC stimulation, uHTS | G-protein coupled receptor 183 (Homo sapiens), P32249 | 7a,25-OHC stimulated | inhibition, % at 5 µM | 360,000 compounds, 0.81% hits | AID 651636, 2012; in the data active = inhibition above about 38%;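 also: enzyme fragment complementation signal reports receptor beta-arrestin coupling in cells; 0% = agonist plus DMSO wells and 100% = wells without agonist; some results beyond the cut were filed as inactive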
Target sequence (P32249 whole entry, looked up, the tested form may be a part): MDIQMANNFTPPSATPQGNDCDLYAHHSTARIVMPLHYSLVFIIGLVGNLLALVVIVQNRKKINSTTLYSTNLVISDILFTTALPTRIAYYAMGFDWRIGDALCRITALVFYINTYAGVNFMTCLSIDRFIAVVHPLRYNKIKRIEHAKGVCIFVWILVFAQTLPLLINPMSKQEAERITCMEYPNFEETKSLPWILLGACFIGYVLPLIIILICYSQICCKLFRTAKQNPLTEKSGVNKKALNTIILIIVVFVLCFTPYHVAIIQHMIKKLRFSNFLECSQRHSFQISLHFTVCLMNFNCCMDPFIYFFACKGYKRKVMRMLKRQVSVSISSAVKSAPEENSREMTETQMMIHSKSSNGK
APJ antagonist: antagonists of human apelin receptor APJ, primary screen, CHO-K1 cells, beta-arrestin complementation, luminescence; inhibition, % at 20 µM; 330,000 compounds, 0.32% hits; AID 2521, 2010;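 active = inhibition above about 40% at 20 µM, limit read from the data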;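 also: cells challenged with 10 nM apelin-13 agonist together with compound; plate controls were apelin-13 plus DMSO wells for no effect and DMSO wells lacking apelin-13 for full effect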
Gli-Sufu antag: Gli-Sufu pathway antagonists, primary screen, luciferase luminescence, Sufu-KO-LIGHT cells, uHTS; Sufu-KO-LIGHT fibroblasts, Gli luciferase reporter luminescence; inhibition, % at 5 µM; 340,000 compounds, 0.74% hits; AID 588413, 2011;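 active = inhibition above about 55%, limit read from the data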;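 also: 0% = DMSO-treated cells and 100% = wells with medium but no cells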
An asterisk follows results filed as active; nt = not tested or not shown. The order is random; any-hit rate near 3%.

1: Cc1ccc(S(=O)(=O)N2CCCCC2)cc1NC(=O)CSc1nc(N)cc(=O)[nH]1
2: COc1ccc(/C=N/NC(=O)Cn2nc([N+](=O)[O-])cc2C)c(OC)c1OC
3: Cc1ccccc1CNc1nc(N)n(-c2ccccc2)n1
4: O=C(O)c1c2c(nc3ccc(S(=O)(=O)N4CCC(C(=O)N5CCCCC5)CC4)cc13)CCCC2
5: Cc1ccccc1NC(=O)COc1ccc(Br)cc1CNCCCO
6: O=C(CN1C(=O)/C(=C\c2cccc(Br)c2)Oc2ccccc21)NCC1CCCO1 (stereo not drawn)
7: CCOC(=O)Nc1sc(NS(=O)(=O)c2ccc(C)cc2)nc1C
8: CC(NC(=O)C(C)N1c2cccc3cccc(c23)S1(=O)=O)c1ccccc1 (stereo not drawn)
assay / compound	1	2	3	4	5	6	7	8
697 NFkB inh	10.4	-7.5	-6.3	-13.7	-2.5	11.5	5.2	-9.1
UBC13 polyUb	1.9	-2.9	3.3	-21.5	-1.0	12.5	-3.4	4.4
CXCR6 block	7.5	0.4	-1.0	1.7	1.0	-6.6	-9.2	-6.4
CCR6 antagonist	17.9	0.0	11.8	-4.4	7.2	-12.0	-4.2	22.5
Jurkat NFkB inh	-4.3	-16.7	-13.7	4.2	5.1	-5.0	-1.4	0.9
EBI2 antag	7.0	3.4	-4.1	4.4	2.6	5.3	-4.0	6.3
APJ antagonist	7.6	2.0	15.3	3.3	1.7	7.0	-10.9	-4.6
Gli-Sufu antag	-0.1	7.7	-4.0	1.9	5.3	-4.8	7.5	4.1

9: CSc1cccc(CN2CCN(Cc3ccc(F)c(F)c3)C(CCO)C2)c1 (stereo not drawn)
10: O=C(NCc1ccco1)c1ccc(Br)s1
11: CCC1CCCCN1C(=O)C1CC(c2cc(Cl)c(OC)cc2OC)=NO1 (stereo not drawn)
12: O=C(NC(Cc1ccccc1)c1nc2ccccc2[nH]1)C1CC(=O)N(c2ccc3c(c2)OCCO3)C1 (stereo not drawn)
13: O=C(Nc1ccnn1C1CCN(Cc2ccccc2)CC1)C1CCOC1 (stereo not drawn)
14: CCOC(=O)COc1ccc(Cl)cc1C1NC(=O)NC(C)=C1C(C)=O (stereo not drawn)
15: COC(=O)C(C)C1Sc2ccccc2NC1=O (stereo not drawn)
16: O=C(NCc1ccc2c(c1)OCO2)C1CCN(S(=O)(=O)c2ccc(Br)s2)CC1
assay / compound	9	10	11	12	13	14	15	16
697 NFkB inh	-3.9	6.6	13.9	21.0	-18.0	7.2	16.9	-20.6
UBC13 polyUb	11.9	-13.5	-2.3	7.5	4.4	-3.4	-4.2	-13.9
CXCR6 block	-1.8	-5.7	1.5	-9.0	-9.2	7.8	-4.8	-3.7
CCR6 antagonist	-9.3	-19.8	11.9	-2.7	-3.4	9.6	17.9	-3.5
Jurkat NFkB inh	8.0	11.6	3.6	6.2	-4.4	-2.5	16.1	-5.3
EBI2 antag	4.5	0.8	3.6	-3.9	-2.9	-1.7	-2.1	44.0*
APJ antagonist	13.1	5.2	-10.7	0.5	-1.8	-2.9	0.3	1.2
Gli-Sufu antag	17.4	7.5	-11.8	11.8	9.8	-12.4	-12.7	-2.9

Sorted by value in CXCR6 block (descending): some entries from above.
| item | mol | CXCR6 block |
| --- | --- | --- |
| 16 | O=C(NCc1ccc2c(c1)OCO2)C1CCN(S(=O)(=O)c2ccc(Br)s2)CC1 | -3.7 |
| 10 | O=C(NCc1ccco1)c1ccc(Br)s1 | -5.7 |
| 13 | O=C(Nc1ccnn1C1CCN(Cc2ccccc2)CC1)C1CCOC1 (stereo not drawn) | -9.2 |

The results go on:
17: CC(=O)N[C@@H](Cc1c[nH]c2ccccc12)C(=O)OCc1cc(C(F)(F)F)cc(C(F)(F)F)c1
18: Cc1cc(C(=O)NNC(=O)CCC2CCCCC2)c(C)o1
19: Cc1ccc(/C=C2\Oc3c(ccc(O)c3CN3CCN(CCO)CC3)C2=O)cc1
20: CCOC(=O)N1CCc2c(sc3nc(SC(C)C)n(N)c(=O)c23)C1
21: COc1cccc2sc(Nc3nnc(-c4ccccc4Cl)o3)nc12
22: CC[C@@H](C(=O)n1nc(C)cc1C)[C@H](NS(=O)(=O)c1ccc(C)cc1)c1ccccc1
23: Cc1ccc(C(=O)OCN2C(=O)c3ccccc3C2=O)o1
24: O=S(=O)(c1cccc(-c2n[nH]c(=S)n2-c2ccccc2Cl)c1)N1CCOCC1
assay / compound	17	18	19	20	21	22	23	24
697 NFkB inh	-2.0	-11.7	13.2	-7.4	-29.8	1.6	-3.7	-20.7
UBC13 polyUb	17.2	-14.3	-7.5	2.1	-38.9	1.7	2.0	-8.5
CXCR6 block	-1.6	-2.1	-8.7	4.4	4.8	4.1	-5.9	9.2
CCR6 antagonist	0.6	-6.9	13.7	10.1	10.8	16.9	21.6	9.6
Jurkat NFkB inh	-6.1	-2.5	9.5	15.9	57.7*	-13.8	-2.0	-22.8
EBI2 antag	2.7	-2.1	11.2	4.6	16.3	2.2	1.4	-10.5
APJ antagonist	-10.4	-6.2	12.2	5.4	25.4	-1.7	2.5	14.2
Gli-Sufu antag	-4.0	1.3	-15.0	14.3	3.0	12.6	-0.8	2.2

25: O=S(=O)(c1ccccc1C(F)(F)F)N1CCOCC1
26: COc1ccc(NC(=O)Nc2cccc3c2O[C@H](CN(C)S(=O)(=O)c2ccc(F)cc2)[C@@H](C)CN([C@H](C)CO)C3=O)cc1
27: COc1cc(/C=N/N2CCN(c3ccccc3)CC2)cc(OC)c1OC(C)=O
28: S=C(Nc1ccc(Cl)cc1Cl)N1CCOCC1
29: O=C(NCc1cccs1)C(NS(=O)(=O)c1cccc2nsnc12)c1ccccc1 (stereo not drawn)
30: COc1ccc2cc(/C=N/NC(=O)c3ccc(CN(c4ccc(C)c(C)c4)S(C)(=O)=O)cc3)c(Cl)nc2c1
31: CC(=O)Nc1c(Nc2ccccc2)c2ccccc2oc1=O
32: Cc1ccc(C(=O)COC(=O)C(C)N2C(=O)C3C4CCC(C4)C3C2=O)cc1 (stereo not drawn)
assay / compound	25	26	27	28	29	30	31	32
697 NFkB inh	8.3	16.1	-7.0	0.0	30.9	7.0	9.4	14.1
UBC13 polyUb	-5.0	2.6	1.2	7.7	-1.9	-2.1	0.5	-3.0
CXCR6 block	2.2	-1.9	-0.9	-1.1	11.5	-9.6	-0.6	-8.3
CCR6 antagonist	1.7	7.2	0.2	-13.9	-14.1	-1.7	6.9	6.5
Jurkat NFkB inh	-0.6	12.5	5.8	20.5	8.1	17.1	-0.3	11.3
EBI2 antag	-11.7	-4.8	-1.8	-7.6	6.4	10.7	1.1	6.4
APJ antagonist	-1.6	2.6	6.8	-2.9	15.2	9.4	-19.6	15.3
Gli-Sufu antag	22.8	-5.6	-2.2	-0.5	2.9	7.0	1.3	-3.9

33: COCC(=O)Nc1ccccc1-c1ccccc1
34: Cc1cnc(CN(C)C(=O)C2CCC(=O)N(CCc3ccccc3)C2)[nH]1 (stereo not drawn)
35: Cc1ccc(OCCSCc2nc3ccccc3[nH]2)cc1
36: Cc1ccc(CN2CCN(CC(=O)NCc3ccc(Cl)cc3)C2=O)cc1
37: O=c1[nH]cc(F)c(=O)[nH]1
38: O=C(NC1CCCC1)C(c1ccncc1)N(C(=O)c1csnn1)C1CCCC1 (stereo not drawn)
39: COc1cc(Cn2nnc3ccccc32)ccc1O
40: CCN(CC(=O)Nc1ccccc1C(F)(F)F)C(=O)C1CSC2(C)CCC(=O)N12 (stereo not drawn)
assay / compound	33	34	35	36	37	38	39	40
697 NFkB inh	12.9	-3.2	-9.4	-10.3	nt	2.3	2.8	7.1
UBC13 polyUb	1.4	3.7	5.9	-4.2	nt	-4.3	2.8	9.7
CXCR6 block	-0.4	4.7	5.4	-4.9	-1.3	-7.8	1.1	1.9
CCR6 antagonist	6.0	2.5	1.9	1.1	17.6	-7.3	4.9	8.5
Jurkat NFkB inh	0.8	6.2	4.7	-7.6	nt	4.6	0.5	-0.6
EBI2 antag	-4.7	2.6	7.1	7.3	0.3	4.7	-1.1	3.3
APJ antagonist	-12.9	5.8	19.2	-0.3	nt	12.7	18.9	-47.0
Gli-Sufu antag	-1.8	-11.9	3.2	-4.5	0.3	2.6	36.7	-8.6

41: Cc1ccc(N2C(N)=NC(N)=NC2(C)C)c(C)c1
42: C=C(C)Cn1c(-c2ccncc2)n[nH]c1=S
43: CCC12CN3CCN(CC(C3)/C1=N\NC(=O)Nc1ccccc1)C2
44: CCN(CC(=O)N1CCCCCC1)S(=O)(=O)c1ccc(C)cc1
45: CN1CCN(/N=C/c2c3ccccc3c(Cl)c3ccccc23)CC1
46: COc1ccc(N=C2S/C(=C\c3ccc(C)o3)C(=O)N2CC(C)C)cc1
47: Cc1cnc(C(=O)OCc2nc3ccccc3o2)cn1
48: NNC(=O)CC1=NNC(=O)C1
assay / compound	41	42	43	44	45	46	47	48
697 NFkB inh	-0.7	0.0	-22.8	3.2	1.6	4.9	12.0	nt
UBC13 polyUb	2.8	-13.9	-3.1	5.3	6.1	-8.2	15.6	nt
CXCR6 block	4.4	-8.4	-1.7	-7.0	-6.5	4.6	5.3	6.2
CCR6 antagonist	28.9	-3.3	-13.6	6.7	1.0	30.4	9.3	6.3
Jurkat NFkB inh	10.5	-9.9	-18.0	17.1	-13.0	-3.9	-3.5	nt
EBI2 antag	-6.2	-3.5	-13.8	-4.0	-4.9	21.7	11.1	-6.8
APJ antagonist	-4.8	-12.9	-6.2	-15.9	-6.7	14.9	5.5	nt
Gli-Sufu antag	-0.2	-9.6	-4.3	2.8	0.4	-6.7	-1.7	-1.3

49: Cc1ccc(C)c(S(=O)(=O)N2CCCOC2CNC(=O)C(=O)NCc2ccccc2)c1 (stereo not drawn)
50: O=C(Nc1ccc(N2CCCC2)cc1)c1ccccc1F
51: NC(=O)c1nsc(C(=O)N(c2cccc(F)c2)C(C(=O)NCC2CCCO2)c2ccc3ncccc3c2)c1N (stereo not drawn)
52: COc1ccc(S(=O)(=O)N2CCN(C)CC2c2ccccc2)cc1 (stereo not drawn)
53: CC(C)(Oc1ccc(Cl)cc1)C(=O)NCCN1C(=O)S/C(=C/c2cccnc2)C1=O
54: O=C(CSc1nnc(-c2cccs2)n1C1CC1)NCC1CCCO1 (stereo not drawn)
55: CCCN(CCC)CCSc1nc(O)c(C(C)C)c(=O)[nH]1
56: COc1ccc(OC)c(NC(=S)NCc2cccnc2)c1
57: O=C(OCCN1C(=O)c2ccccc2C1=O)c1cc2ccccc2o1
58: Fc1ccccc1CCNc1c2c(nc3ncnn13)CCCC2
assay / compound	49	50	51	52	53	54	55	56	57	58
697 NFkB inh	22.5	-99.3	9.7	7.7	-16.0	-7.4	28.1	-8.9	10.7	-21.7
UBC13 polyUb	-1.4	-4.8	33.3	-4.0	1.0	6.7	-2.6	-13.7	7.7	0.4
CXCR6 block	4.9	-4.7	-0.5	-3.8	-8.1	-4.8	-0.8	1.5	-13.7	-4.2
CCR6 antagonist	7.2	12.8	13.2	-4.4	-8.5	8.3	5.5	1.3	9.5	18.2
Jurkat NFkB inh	14.3	-60.1	4.1	13.9	0.6	-9.4	5.8	-2.4	11.7	14.0
EBI2 antag	-2.4	-10.3	5.7	1.3	-5.6	3.9	-6.4	-16.7	1.4	-1.3
APJ antagonist	9.8	-18.1	13.4	1.1	6.6	-8.8	-5.1	9.7	9.3	19.6
Gli-Sufu antag	nt	-44.1	-6.0	-1.2	10.3	-1.3	1.4	-2.7	-9.5	44.0
